mIDH1 inhibitor = inhibitors of human mutant IDH1 R132H | O75874 | 0.093% of 390,000 active | IDH1-R132H enzyme, NADPH consumption, diaphorase/resazurin fluorescence | Potency, µM (series often up to 76.6 µM), inactives show at the top dose activity change, negative = inhibition, most hits filed as inhibitors; further: potency means the concentration at half of the fitted maximal effect; on the % scale 0 is the no-effect control and ±100 the full control effect; nearly all actives have a fitted effect of over 65% in size
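IDH1-R132H (0.5 ug/mL dispensed) in pH 7.5 Tris buffer was preincubated 30 min with compound, then given a substrate mix of 0.016 mM NADPH and 2 mM alpha-KG for 80 min at room temperature; remaining NADPH was read by diaphorase/resazurin fluorescence.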
TrxR1 substrate = is turned over as a substrate by rat TrxR1; O89049; purified TrxR1 substrate turnover, NADPH consumption readout; Potency, µM (titrated, usually from 114 µM), for the others: at the top dose activity change, negative = substrate turnover; 0.01% of 390,000 active; further: potency means the concentration at half of the fitted maximal effect; on the % scale 0 is the no-effect control and ±100 the full control effect; nearly all actives have a fitted effect of over 50% in size
Target sequence (O89049 whole entry, looked up): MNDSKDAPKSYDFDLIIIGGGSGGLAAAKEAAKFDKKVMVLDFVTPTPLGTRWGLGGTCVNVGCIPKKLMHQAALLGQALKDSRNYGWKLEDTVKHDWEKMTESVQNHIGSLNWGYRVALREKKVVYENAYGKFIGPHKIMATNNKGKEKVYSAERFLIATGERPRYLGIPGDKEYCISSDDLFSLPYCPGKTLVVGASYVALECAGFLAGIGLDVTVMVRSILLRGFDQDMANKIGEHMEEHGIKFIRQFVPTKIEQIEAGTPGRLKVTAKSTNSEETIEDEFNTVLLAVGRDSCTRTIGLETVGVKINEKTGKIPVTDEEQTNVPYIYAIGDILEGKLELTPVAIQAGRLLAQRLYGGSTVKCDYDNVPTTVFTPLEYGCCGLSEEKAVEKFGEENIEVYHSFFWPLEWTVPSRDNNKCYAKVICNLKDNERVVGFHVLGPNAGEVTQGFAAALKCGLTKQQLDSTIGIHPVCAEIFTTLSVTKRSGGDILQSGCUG
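Rat TrxR1, dispensed at 90 nM, was prereduced with 400 uM NADPH (final) for 5 min at ~22 deg C, then incubated with compound 15 min before 400 uM selenite. A first-read NADPH fluorescence drop versus no-compound background flagged substrates.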
TrxR1 inh = blocks rat thioredoxin reductase 1; O89049; recombinant rTrxR1, NADPH fluorescence consumption, selenite substrate; Potency, µM (highest dose often 114 µM), for the others: at the highest dose activity change, negative = inhibition, usual class: inhibitors; 1% of 390,000 active; AID 588453; further: potency means the concentration at half of the fitted maximal effect; on the % scale 0 is the no-effect control and ±100 the full control effect; nearly all actives have a fitted effect of over 65% in size
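Rat TrxR1 (90 nM in the dispensed reagent) was pre-reduced with 400 uM NADPH for 5 min at room temperature, then incubated with compound for 15 min. After 400 uM selenite was added, NADPH fluorescence (Ex 340/Em 450 nm) was followed for 8 min.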
USP1 inh = USP1/UAF1 (human) deubiquitinase inhibition; AID 743255; recombinant USP1/UAF1, Ub-Rhodamine cleavage fluorescence; O94782; Potency, µM (series often up to 57.1 µM), without a hit: at the top dose activity change, negative = inhibition, hits mostly inhibitors; 0.23% of 390,000 active; further: potency means the concentration at half of the fitted maximal effect; on the % scale 0 is the no-effect control and ±100 the full control effect; nearly all actives have a fitted effect of over 60% in size; inactives centre near -12
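1 nM enzyme complex + cpd, 15 min RT; start with Ub-Rho 150nM final; kinetic fluorescence ex 480/em 540, 6 reads q60 s. Buffer 50mM HEPES pH 7.8, 0.5mM EDTA, 0.1 mg/ml BSA, 1mM TCEP, 0.01% Tween-20.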
TRHR agonist = agonists of human TRH receptor. P34981. activation, % at 2 µM. 0.18% of 360,000 active. TRHR cells, calcium flux fluo-8, FDSS agonist mode; in the data active means activation above about 30%; further: 0% is about no effect
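Agonist-mode FDSS calcium read (Ex 480/Em 530, 1 s cycles) in 1536-well TRHR cells with fluo-8 dye, after 10-cycle baseline and 23 nL compound addition; TRH at EC20 (10 nM final) added afterwards for the enhancer phase.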
D2 antagonist = antagonists of human D2 dopamine receptor. P14416. inhibition, % at 10 µM. 2% of 340,000 active. HEK293 TREx D2 cells, calcium flux, dopamine EC80. AID 485344; in the data active means inhibition above about 30%; further: 0% is about no effect
Target sequence (P14416 whole entry, looked up): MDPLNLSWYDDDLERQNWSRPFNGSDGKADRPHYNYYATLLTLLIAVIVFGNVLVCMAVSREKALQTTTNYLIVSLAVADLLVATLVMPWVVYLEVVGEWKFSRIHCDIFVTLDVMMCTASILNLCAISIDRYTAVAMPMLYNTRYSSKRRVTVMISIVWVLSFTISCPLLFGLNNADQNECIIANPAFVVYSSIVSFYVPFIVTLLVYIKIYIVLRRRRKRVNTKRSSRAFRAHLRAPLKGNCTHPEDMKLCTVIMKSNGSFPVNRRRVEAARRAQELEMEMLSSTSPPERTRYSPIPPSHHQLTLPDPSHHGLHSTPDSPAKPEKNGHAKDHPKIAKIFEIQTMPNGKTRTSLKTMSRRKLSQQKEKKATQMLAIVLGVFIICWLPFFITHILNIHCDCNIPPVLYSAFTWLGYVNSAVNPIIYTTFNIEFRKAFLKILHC
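Calcium flux kinetic readout in an inducible HEK293 TREx D2 line plated overnight at 30 C. After 180 s compound exposure, an EC80 dopamine challenge follows with another 180 s kinetic read to detect antagonism.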
D2 ag = agonists of human D2 dopamine receptor. P14416. activation, % at 2 µM. 0.53% of 340,000 active. HEK293 T-REx D2 cells, calcium flux agonist mode;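 active means activation over 3 SD above normal in the single-dose calcium agonist read, cut at about 30% in these data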; further: 0% is about no effect
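Calcium-flux readout, 1 cycle/sec over 180 s following compound pin transfer, in inducible HEK293 Trex D2 cells (force-coupled); dopamine controls included. Positive calcium responses during this window marked compounds as potential agonists.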
TRHR PAM = allosteric enhancers of human TRH receptor; 0.66% of 360,000 active; enhancement, % at 2 µM; TRHR cells, fluo-8 calcium fluorescence, EC20 TRH enhancement; P34981; AID 493056; in the data active means enhancement above about 30%; further: 0% is about no effect
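TRHR-expressing cells loaded with fluo-8 calcium dye were read kinetically (ex 480/em 530) during compound addition, then stimulated with an EC20 of TRH (10 nM final). Enhancement of the Gq-mediated intracellular calcium response was scored.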
PI4K2A inh = PI4K2A (human) kinase inhibition; AID 1346378; 0.13% of 420,000 active; activity change, negative = inhibition, % at 76.9 µM; purified PI4K2A, ADP-Glo luminescence, 1 h; hits give low values; in the data active means activity change below about -50%; inconclusive means mostly about -30% to -49%;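 further: -100% = wells without enzyme as full effect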
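Compounds are screened against recombinant PI4K2A using PI as substrate and ATP, the latter dispensed at 300 microM. Reactions run one hour at ambient temperature before ADP-Glo detection; full inhibition defined by wells lacking enzyme.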
* marks the source's active call; other numbers are inactive results; ? = inconclusive; / = no result given; & = joins results of further samples; [ ] = remark or other dose. Unless noted, the call rests on the fitted dose curve; in most records, active means well fitted inhibition curve with a large enough effect; inconclusive means small, poorly fitted or top-dose-only effect; inactive means no such curve, though single readings can be large or run the other way.

SMILES	mIDH1 inhibitor	TrxR1 substrate	TrxR1 inh	USP1 inh	TRHR agonist	D2 antagonist	D2 ag	TRHR PAM	PI4K2A inh
CC(C)Cn1c2nc3ccccc3nc2c2c(=O)n(CCN3CCOCC3)cnc21	3%	26%[57.1 µM]	-27%	-15%	-1.0	-6	-0.5	3	-2
CC1Sc2ccc(S(=O)(=O)N3CCC(C(=O)N4CCN(C)CC4)CC3)cc2NC1=O (centres undefined)	3%	2%	17%	-5%	-2.0	12	0.3	0	1
COC(CNC(=O)CCc1c(C)nc2c(-c3ccccc3)c(C)nn2c1C)OC	1%	-2%	8%	-21%	-0.6	-13	-0.7	-1	12
CCCNC(=O)c1onc(CSc2ccc(F)cc2)c1C(=O)NC(C)C	21%	4%	16%	-22%	-0.2	-3	-0.3	2	4
COc1ccc(C(CC(=O)O)NC(=O)C(c2ccccc2)c2ccccc2)cc1 (centres undefined)	4%	7%[57.1 µM]	10%[57.1 µM]	-3%	0.9	-7	0.0	1	1
CCOc1ccc2oc(C(=O)OCC(=O)NC3CCCCC3)c(C)c2c1	5%	16%	18%	-9%	-0.4	-1	0.1	19	-3
CCCNC(=O)COC(=O)c1ccc(S(=O)(=O)N2CCCC2)cc1	5%	6%	21%	-24%	1.7	5	2.2	1	2
COc1ccccc1/C=C1\SC(=S)N(CCC(=O)Nc2cccc(O)c2)C1=O	0%	3%	28%	-11%	2.1	8	2.0	14	-4
CCOC(=O)C(=O)N1c2ccccc2C(N(C(=O)C(=O)OCC)c2ccccc2)CC1C (centres undefined)	-5%	7%	15%	-24%	-1.4	7	-4.4	2	2
Cc1nc(-c2ccc(S(=O)(=O)NCc3ccccn3)s2)cs1	6%	2%	11%	-20%	0.1	1	-1.1	-1	-6
O=C(c1ccco1)N1CCN(c2ccnc3cc(Cl)ccc23)CC1	12%	0%	-11%	-7%	0.3	-5	-0.4	2	7
COc1ccc(C(C(=O)NC2CCCC2)N(C(=O)c2snc(C(N)=O)c2N)C2CCCC2)cc1OC (centres undefined)	7%	3%	21%	-19%	-0.1	-2	0.7	-7	3
CCOC(=O)c1sc(Nc2ccc(C)cc2C)nc1C	19%	-7%	-6%	-21%	1.4	4	-0.8	0	6
Cc1noc(C)c1CSCC(=O)N(C)CC(=O)Nc1ccc(Cl)c(C(F)(F)F)c1	4%	-3%[57.1 µM]	3%[57.1 µM]	-8%	-0.2	17	-1.1	-3	0
O=C(c1ccc2c(c1)N(Cc1ccccc1)C(=O)c1ccccc1S2(=O)=O)N1CCN(Cc2ccccc2)CC1	/	1%	24%	-17%	0.3	/	/	-3	2
CC(C)NC(=O)NC(=O)COC(=O)Cc1ccsc1	3%	-3%	-10%	-13%	0.0	-3	-0.9	-6	0
Cc1cccc(NC(=S)N=Nc2c(O)n(CN3CCOCC3)c3ccccc23)c1C	10%	-7%	3%	-11%	0.0	-18	0.3	-6	-9
Cc1cc(C(F)(F)F)n2ncc(-c3ccc(F)cc3)c2n1	6%	-9%	-6%	-7%	2.7	-2	1.2	-8	-8
N#C/C(=C\c1ccccc1)C(=O)NCCN1CCOCC1	-2%	-15%	-4%[57.1 µM]	-6%	-0.6	/	/	2	-4
Cc1nn(-c2ccccc2)c(OC(=O)c2ccccc2Cl)c1S(=O)(=O)c1ccccc1	-2%	1%	5%	-22%	0.3	/	0.4	7	-1

Arranged by formula weight (low to high): part of the list above
SMILES	mIDH1 inhibitor	TrxR1 substrate	TrxR1 inh	USP1 inh	TRHR agonist	D2 antagonist	D2 ag	TRHR PAM	PI4K2A inh
CCOC(=O)c1sc(Nc2ccc(C)cc2C)nc1C	19%	-7%	-6%	-21%	1.4	4	-0.8	0	6
CCOc1ccc2oc(C(=O)OCC(=O)NC3CCCCC3)c(C)c2c1	5%	16%	18%	-9%	-0.4	-1	0.1	19	-3
Cc1noc(C)c1CSCC(=O)N(C)CC(=O)Nc1ccc(Cl)c(C(F)(F)F)c1	4%	-3%[57.1 µM]	3%[57.1 µM]	-8%	-0.2	17	-1.1	-3	0

As entered above:
Under TrxR1 substrate, O=C(c1ccc2c(c1)N(Cc1ccccc1)C(=O)c1ccccc1S2(=O)=O)N1CCN(Cc2ccccc2)CC1 is entered as 1%
Under USP1 inh, N#C/C(=C\c1ccccc1)C(=O)NCCN1CCOCC1 is entered as -6%

Next part:
SMILES	mIDH1 inhibitor	TrxR1 substrate	TrxR1 inh	USP1 inh	TRHR agonist	D2 antagonist	D2 ag	TRHR PAM	PI4K2A inh
CCC1Oc2ccc(C)cc2N(CC(=O)NCCc2ccc(OC)c(OC)c2)C1=O (centres undefined)	6%	2%	5%	-25%	/	/	/	/	1
COc1cccc(CNC(=O)c2ccc(OC)c(S(=O)(=O)NC3CCCC3)c2)c1	5%	-2%	-4%	-21%	0.2	21	0.1	-3	3
CCOC(=O)[C@@H]1[C@H]2COc3cc(OC)ccc3[C@H]2N2C(=O)N(c3ccc(F)cc3)C(=O)[C@]12C	5%	-3%	8%	-29%	0.0	13	-0.7	-2	6
O=C(O)CCc1ccccc1OC(=O)c1ccccc1	4%	-1%	3%	-18%	0.1	15	0.6	-1	0
C/C(=N\NC(=O)CSCc1ccc([N+](=O)[O-])cc1)c1ccccc1O	4%	-2%	8%	-13%	-0.1	77*	0.0	-4	2
CCN(CC)C(=O)c1cc(-c2ccc(Cl)cc2)on1	0%	-5%	16%	-22%	-0.5	/	0.1	16	4
Cc1cc(C)cc(NC(=O)CSc2nc3c(oc4ccccc43)c(=O)n2-c2ccccc2F)c1	-3%	-4%	1%	-13%	0.5	/	0.5	0	1
COc1ccc(S(=O)(=O)N(C)CC(=O)NCc2cccnc2)cc1C	3%	6%[57.1 µM]	10%	-1%	-0.1	3	-0.7	-1	14
CCc1cccc(C)c1NC(=O)C1CCN(c2nnc(C)c3c(C)n(-c4ccccc4)nc23)CC1	-10%	-1%	15%	-27%	-0.2	/	-0.1	3	7
Cc1cc(C(=O)C(C)OC(=O)c2ccc(NC(=O)CC#N)cc2)c(C)n1-c1ccc(OC(F)F)cc1 (centres undefined)	2%	-6%	8%	-4%	0.9	-6	1.0	9	-4
COc1cccc(-c2nn(Cc3ccccc3)cc2CO)c1	1%	5%	12%	-1%	0.1	12	-0.7	-6	-4
C=CCN1C(=O)/C(=C/c2ccc(O)cc2)S/C1=N/c1nccs1	-10%	1%[57.1 µM]	5%[57.1 µM]	?	8.4	-13	8.2	-2	2
O=C1C=CC(=O)N1c1ccc(O)cc1	0%	2%	1.3µM*	-3%	0.1	0	0.6	8	0
CCn1c(-c2cccnc2Cl)nc2ccccc21	3%	7%	16%	-14%	-1.4	-11	-2.1	15	4
NCc1nc2cccnc2n1Cc1ccccc1Cl	7%	-4%	-6%	-12%	-0.6	/	0.2	-3	-8
O=C(CSc1nc(C2CC2)nc2ccccc12)Nc1ccc2c(c1)OCCO2	9%	-4%	4%	-17%	-1.5	4	-0.8	-1	4
CCCc1nc2ccccc2c(=O)n1/N=C/c1ccc(O)cc1O	5%	-7%[57.1 µM]	17%[57.1 µM]	-23%	-0.2	-9	0.3	-3	-2
COc1ccccc1-c1c(C)[nH]n2c(=O)c(Cc3ccccc3)c(C)nc12	-5%	-2%	7%	-29%	-0.6	54*	-0.1	-2	1
CCOc1ccc(-n2nc(CO)c(C(=O)NCc3ccc(Cl)cc3)n2)cc1	-12%	29%	4%	12%	-0.2	/	-0.2	1	-1
O=c1c2cc(-c3ccccc3)sc2ncn1/N=C/c1ccco1	1%	7%	-8%	-29%	0.2	-2	-0.2	6	-7

Compounds listed so far containing a COOH group (2):
SMILES	mIDH1 inhibitor	TrxR1 substrate	TrxR1 inh	USP1 inh	TRHR agonist	D2 antagonist	D2 ag	TRHR PAM	PI4K2A inh
COc1ccc(C(CC(=O)O)NC(=O)C(c2ccccc2)c2ccccc2)cc1 (centres undefined)	4%	7%[57.1 µM]	10%[57.1 µM]	-3%	0.9	-7	0.0	1	1
O=C(O)CCc1ccccc1OC(=O)c1ccccc1	4%	-1%	3%	-18%	0.1	15	0.6	-1	0

(list continues)
SMILES	mIDH1 inhibitor	TrxR1 substrate	TrxR1 inh	USP1 inh	TRHR agonist	D2 antagonist	D2 ag	TRHR PAM	PI4K2A inh
CCC(C)CCN1C(Nc2ccccc2)=NC[C@@H]1C (some centres undefined)	3%	2%	4%	-13%	0.3	/	/	22	-6
Cc1ccc(CNC(=O)CCS(=O)(=O)c2cc3c(cc2C)NC(=O)CO3)cc1	16%&-3%	-8%[57.1 µM]	9%[57.1 µM]	-8%&-29%	0.3&0.2	-11	-0.5&3.9	-1&2	-7&-5
CCOC(=O)Cn1c(C)cc(=O)c2ccccc21	-4%	6%	1%	-3%	0.1	-19	-1.9	-6	-5
O=C(OCCN=C1NS(=O)(=O)c2ccccc21)C1CC(=O)N(c2ccc(Cl)cc2)C1 (centres undefined)	1%	-2%	-5%	0%	-0.1	-1	-0.1	-8	-2
CCN(Cc1cccc(F)c1)C(=O)c1ccc2ccccc2n1	-4%	-3%[57.1 µM]	-8%[57.1 µM]	-8%	-0.8	3	-0.3	11	-2
Cn1c(=O)[nH]c(=O)c2c1nc(N1CCCCC1)n2CC(O)COc1ccc([N+](=O)[O-])cc1 (centres undefined)	7%	-8%	-1%	3%	-2.5	11	-2.1	-1	-1

Full records, looked up by structure. Screens in order: mIDH1 inhibitor, TrxR1 substrate, TrxR1 inh, USP1 inh, TRHR agonist, D2 antagonist, D2 ag, TRHR PAM, PI4K2A inh
CCN(Cc1cccc(F)c1)C(=O)c1ccc2ccccc2n1 is listed with -4%, -3%[57.1 µM], -8%[57.1 µM], -8%, -0.8, 3, -0.3, 11, -2
Cc1ccc(CNC(=O)CCS(=O)(=O)c2cc3c(cc2C)NC(=O)CO3)cc1 is listed with 16%&-3%, -8%[57.1 µM], 9%[57.1 µM], -8%&-29%, 0.3&0.2, -11, -0.5&3.9, -1&2, -7&-5
